Screening results (PubChem)
TbPYK inhibitor = T. brucei pyruvate kinase inhibition. Potency, µM (series often up to 76.8 µM), for inactives: at the top dose activity, negative = inhibition, actives largely listed as inhibitors. TbPYK enzyme, Kinase-Glo Plus ATP luminescence, 45 min. 410,000 compounds, 0.12% hits. AID 624173. Q57TT1; further: potency means the concentration at half of the fitted maximal effect; on the % scale 0 is the no-effect control and ±100 the full control effect; nearly all actives have a fitted effect of over 50% in size
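TbPYK + substrate in 50 mM TEA pH 7.2, 100 mM KCl, 10 mM MgCl2, 0.05% BSA, 0.01% Tween-20; cpd pinned; ADP 130 uM final; 45 min RT; Kinase-Glo Plus 10 min; luminescence endpoint.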
CHX counter = counter-screen hit for Shiga toxin inhibitors, cycloheximide | cell reporter, cycloheximide protein synthesis inhibition counterscreen | max response, % | 300,000 compounds, 12% hits; in the data active means max response mostly above about 13%, no sharp cut-off; inactive means mostly below about 14%; further: read at 38.3 µM for the half of the compounds with a filed dose; 0% is about no effect
Pf growth 48h = inhibits P. falciparum growth in the first generation, 48 h. Potency, µM (top dose mostly 28.7 µM), for inactives: at the highest dose activity change, negative = inhibition, hits mostly inhibitors. 310,000 compounds, 5.9% hits. P. falciparum luciferase growth in erythrocytes, 48 h; further: potency means the concentration at half of the fitted maximal effect; on the % scale 0 is the no-effect control and ±100 the full control effect
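Cell-based growth assay: transgenic P. falciparum expressing firefly luciferase, cultured in red cells within RPMI 1640 containing 0.5% w/v Albumax, 24 mM bicarbonate and gentamycin. A drop in luciferase activity indicates inhibition.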
LmPK inh = LmPK (Leishmania mexicana) enzyme inhibition | purified LmPK, Kinase-Glo ATP luminescence, 1 h | Q27686 | 290,000 compounds, 0.37% hits | Potency, µM (titrated, usually from 57.5 µM), without a hit: at the highest dose activity change, negative = inhibition, hits mostly inhibitors; further: potency means the concentration at half of the fitted maximal effect; on the % scale 0 is the no-effect control and ±100 the full control effect
Target sequence (Q27686 whole entry, looked up): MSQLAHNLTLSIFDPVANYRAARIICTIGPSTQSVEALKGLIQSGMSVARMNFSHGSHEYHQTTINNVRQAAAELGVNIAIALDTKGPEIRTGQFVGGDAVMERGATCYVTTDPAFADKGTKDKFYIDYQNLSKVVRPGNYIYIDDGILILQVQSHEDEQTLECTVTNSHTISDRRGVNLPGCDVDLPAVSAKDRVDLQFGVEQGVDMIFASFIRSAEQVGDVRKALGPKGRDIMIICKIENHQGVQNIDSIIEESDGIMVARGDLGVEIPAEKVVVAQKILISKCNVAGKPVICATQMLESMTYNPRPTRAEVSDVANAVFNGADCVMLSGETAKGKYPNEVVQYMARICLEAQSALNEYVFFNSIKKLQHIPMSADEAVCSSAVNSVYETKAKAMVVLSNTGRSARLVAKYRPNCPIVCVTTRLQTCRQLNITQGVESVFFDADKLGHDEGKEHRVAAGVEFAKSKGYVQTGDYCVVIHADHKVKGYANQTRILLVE
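In 50 mM imidazole pH 7.2 with 7 mM MgCl2, LmPK (0.1 nM) turned over PEP (0.5 mM) and ADP (0.1 mM) for 1 h at room temperature. Luciferase read-out of ATP.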
Pf growth 96h = inhibits malaria parasite growth, 96 h | Potency, µM (series often up to 28.7 µM), without a hit: at the highest dose activity change, negative = inhibition, actives largely listed as inhibitors | P. falciparum luciferase reporter growth, 96 h | 320,000 compounds, 6.9% hits | AID 504834; further: potency means the concentration at half of the fitted maximal effect; on the % scale 0 is the no-effect control and ±100 the full control effect
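Luminescence readout: decreased luciferase signal marks inhibited growth of reporter-expressing P. falciparum in infected red cells (2% hematocrit, 0.05% parasitemia final), exposed to compound two generations (96 h, 37 C, 5% CO2).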
AmpC no deterg = inhibitors of E. coli AmpC beta-lactamase without detergent; P00811; 330,000 compounds, 0.52% hits; Potency, µM (titrated, usually from 57.1 µM), without a hit: top-dose activity change, negative = inhibition, most hits filed as inhibitors; AmpC nitrocefin hydrolysis, absorbance 480 nm, 0.0001% Triton;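 further: potency means the concentration at half of the fitted maximal effect; plate controls were no compound for no effect and no enzyme for full effect; nearly all actives have a fitted effect of over 20% in size; some results filed as inactive show a strong effect at the top dose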
Target sequence (P00811 whole entry, looked up): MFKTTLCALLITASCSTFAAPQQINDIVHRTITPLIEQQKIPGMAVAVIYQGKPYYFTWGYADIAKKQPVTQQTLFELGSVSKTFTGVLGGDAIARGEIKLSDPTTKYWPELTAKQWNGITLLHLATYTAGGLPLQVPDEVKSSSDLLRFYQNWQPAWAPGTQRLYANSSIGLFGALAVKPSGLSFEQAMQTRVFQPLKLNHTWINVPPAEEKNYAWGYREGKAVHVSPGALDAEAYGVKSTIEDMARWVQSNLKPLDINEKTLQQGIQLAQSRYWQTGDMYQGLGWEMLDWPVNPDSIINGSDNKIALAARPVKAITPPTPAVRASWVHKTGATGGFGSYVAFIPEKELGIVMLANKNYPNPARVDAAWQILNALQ
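20 mM phosphate pH 7.0 + 0.01% (detergent screen) or 0.0001% Triton X-100; 5.3 nM AmpC reagent; cpd preinc 15 min RT; nitrocefin (800 uM stock) to start; A480 q20 s × 4 min; Activity was normalised to no-enzyme and no-compound control wells.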
Shiga toxin inh = Shiga toxin inhibition; Vero cells, Shiga toxin protein synthesis inhibition reporter; 290,000 compounds, 9.2% hits; inhibition, % at 38.7 µM; in the data active means inhibition mostly above about 28%, no sharp cut-off; inactive means mostly below about 43%; further: 0% is about no effect
* = called active by the depositor; ? = inconclusive; / = no result given; [ ] = remark or other dose. Unless noted, the call rests on the fitted dose curve; in most records, active means well fitted curve in the direction sought with a large enough effect; inconclusive means small, poorly fitted or top-dose-only effect, or another doubt; inactive means no such curve, though single readings can be large; an effect the other way counts as inactive or inconclusive.

SMILES	TbPYK inhibitor	CHX counter	Pf growth 48h	LmPK inh	Pf growth 96h	AmpC no deterg	Shiga toxin inh
COc1ccc(NC(=O)CSCC(=O)Nc2ccccc2N2CCCC2)cc1	3%	/	-19%	/	-3%	-26%	/
CN=C1SC(CC(=O)Nc2ccc(F)cc2F)C(=O)N1/N=C/c1ccc(OC(F)F)c(OC)c1 (stereo not drawn)	5%	-3	4%	-4%	5%	-5%	10
CC(C)CNC(=O)C(=O)NN=C1CCCCCC1	1%	-3	-3%	0%	8%	-6%	22
CCO[C@H]1OC(C(=O)N2CCOCC2)=C[C@@H](c2ccc3c(c2)OCO3)[C@@H]1CCCO	4%	-2	40%[activator]	-9%	39%[activator]	20%	32
COc1ccc(C2c3ccc(O)cc3Oc3ncn4nc(-c5cccnc5)nc4c32)cc1OC (stereo not drawn)	-7%	9	5.2µM*	6%	4.1µM*	89%[activator]	-7
CC1=CCC2C(=O)N(c3ccc(C)cc3)C(=O)C2C1 (stereo not drawn)	11%	1	/	-5%	36%	-18%	9
N/C(=N\OC(=O)COc1ccc(Br)cc1)c1cccnc1	4%	15	28%	1%	34%[activator]	-24%	-9
CCOC(=O)C(=O)Nc1nnc(COc2ccccc2)s1	5%	4	46%[activator]	5%	?	-25%	-13
COc1ccc(CCNC(=O)c2ccc(Cl)cc2)cc1OC	-4%	-2	0%	-1%	?	-20%	2
COc1cc(NC(=O)CN2CCN(Cc3ccc4c(c3)OCO4)CC2)cc(OC)c1	3%	-6	/	-5%	9%	37%	-8
N/C(Cc1ccc([N+](=O)[O-])cc1)=N\OC(=O)c1ccccc1F	-1%	18*	97%[activator]	9%	37%[activator]	-14%	38*
Cc1ccc(CNC(=O)c2ccc(N3CCC4(CC3)CC(c3cccc(Br)c3)=NO4)c([N+](=O)[O-])c2)cc1	2%	/	?	/	?	-24%	/
CCOc1ccccc1NC(=O)c1ccc(S(=O)(=O)N(C)C)cc1	/	12	/	2%	?	-4%	13
CN1CC(C(=O)c2ccc(F)cc2)C(c2ccc(F)cc2)C1 (stereo not drawn)	7%	-5	/	6%	-5%	-13%	-7
CCc1cc(C(=O)Nc2nc(-c3ccccn3)cs2)sc1C	2%	/	4.1µM*	/	?	-41%	/
Cc1cc(C)cc(-n2c(C)cc(/C=N\NC(=O)COc3cccc4cccnc34)c2C)c1	-2%	-1	?	2%	?	?	-5
CCCCc1ccc(NC(=O)CSC2=C(C#N)C(c3ccco3)C3=C(CCCC3=O)N2)cc1 (stereo not drawn)	0%	19*	1.9µM*	8%	?	-33%	-3
O=C1Nc2ccc(Br)cc2C1=C1CCCCC1	6%	0	-1%	-1%	?	-36%	/
CCc1nnc(NS(=O)(=O)c2ccc(NCc3cc(Cl)ccc3O)cc2)s1	4%	-8	13%	1%	40%[activator]	-38%	3
COc1nc(N/N=C/c2ccc(-c3ccccc3[N+](=O)[O-])o2)nc(N2CCOCC2)n1	-14%	70*	14%	-2%	?	-24%	110*
O=C(OCc1ccc([N+](=O)[O-])cc1)c1cc(=O)c2ccccc2o1	-9%	9.7*	50%[activator]	0%	73%[activator]	-12%	26
OCC1(Cc2cccc(Cl)c2)CCCN(Cc2cnn(-c3ccccc3)c2)C1 (stereo not drawn)	9%	-3	8.3µM*	0%	-8%	68%[activator]	-14
O=C(O)CC(NC(=O)C12CC3CC(CC(C3)C1)C2)c1ccc2c(c1)OCO2 (stereo not drawn)	-14%	-3	7%	0%	-31%	-27%	-5
Cc1ccc(/C=C2\SC(=S)N(C3CCS(=O)(=O)C3)C2=O)o1 (stereo not drawn)	-30%	0	-29%	-1%	16%	-47%	-25
CCCCCCCn1c(C)nnc1-c1cnn(C)c1N	2%	6	/	1%	42%[activator]	-10%	-5
Cc1cc(-c2n[nH]c(=S)n2/N=C/c2cccc(O)c2)n[nH]1	?	1	61%[activator]	-8%	44%[activator]	-29%	-2
C=CCn1c(SCc2c(C(=O)OC)sc(N)c2C(=O)OC)nnc1-c1ccc(Br)cc1	-2%	-4	/	9%	?	-4%	-8
CN(CC(=O)Nc1cccc(F)c1)C(=O)c1sc2ccccc2c1Cl	0%	/	32%[activator]	/	50%[activator]	-35%	/
Cc1cc(C)nc(NC2=NCCN2C(=S)Nc2c(C)cccc2C)n1	-16%	-2	-22%	0%	?	-3%[2.29 µM]	-4
CC1CCCCN1C(=O)Cn1c(=O)oc2ccccc21 (stereo not drawn)	0%	2	18%	9%	-4%	-17%	-12
COc1ccc(Br)cc1CNC(=O)C1CCN(C(=O)N(C)C)CC1	-1%	-1	-9%	11%	-25%	2%	-3
CC(=O)NS(=O)(=O)c1ccc(NC(=O)c2ccc(Br)o2)cc1	0%	-3	20%	-1%	/	-10%	9
Cc1cc(C)n(S(=O)(=O)c2ccc(Cl)c(Cl)c2Cl)n1	-19%	-3	-10%	1%	?	20%	-7
CCOC(=O)C1(C)NC(c2cccc(C)c2)C2C(=O)N(c3ccccc3)C(=O)C21 (stereo not drawn)	9%	6	20%	-3%	490%	20%	20
O=C(Nc1cccc(C(F)(F)F)c1)C1CCCN(S(=O)(=O)c2cnc[nH]2)C1 (stereo not drawn)	-4%	-3	11%	6%	-37%	-3%	15
O=c1oc2c(CN3CCN(CCO)CC3)c(O)ccc2cc1-c1ccccn1	-2%	-1	7%	4%	11%	-25%	2
O=C1CC(=O)N(c2cccc(F)c2)C(=O)N1	-14%	0	11%	3%	-19%	-17%	-6
Cc1ccc(C(=O)NCCN2CCOCC2)cc1	0%	13*	27%	-1%	33%[activator]	-14%	20
CCCCC(=O)Nc1ccc(C(N)=O)cc1	1%	-1	7%	-1%	/	7%	4
CN(C)/C=C/C(=O)c1ccc(Oc2ccccc2)cc1	-3%	34*	31%[activator]	-13%	41%[activator]	-27%	83*
COc1ccc(Cc2nnc(NC(=O)Nc3ccc(C)cc3)s2)cc1OC	2%	15*	-2%[0.00184 µM]	6%	-2%	-23%	43*
COc1ccc(/C=N/NC(=O)c2ccc(=O)[nH]n2)cc1OC	-2%	1	-9%	-9%	0%	-13%	-7
COc1ccc(NC(=O)COC(=O)c2ccc([N+](=O)[O-])o2)cc1Cl	4%	9	-10%	10%	11%	-34%	11
Cc1cccc(C)c1OCC(=O)N(Cc1ccc(Cl)cc1)C1CCS(=O)(=O)C1 (stereo not drawn)	3%	-4	?	7%	?	138%[activator]	5
CC(=O)c1cnc(Nc2nc(C)c3cccc(C)c3n2)nc1C	/	-4	34%[activator]	5%	-7%	-22%	-9
C/C(=C\C(=O)c1ccc(Cl)cc1)NCc1ccc2c(c1)OCO2	-11%	10	-12%	-5%	203%[activator]	-15%	30
COC(=O)c1ccccc1NC(=O)CSc1ncn[nH]1	1%	-2	-3%	-1%	6%	-11%	11
COc1cc(/C=N/NC(=O)c2ccc3c(c2)OCCO3)cc(Cl)c1O	5%	23*	27%	-2%	?	-34%	17
c1ccc(-c2nnc(SCC3CCCO3)nc2-c2ccccc2)cc1 (stereo not drawn)	-8%	-3	?	6%	?	4%	-3
Cc1cc(C(=O)Nc2ccc(S(=O)(=O)N3CCOCC3)cc2)ccc1[N+](=O)[O-]	6%	-1	?	11%	?	-22%	/
CC(=O)c1cccc(NC(=O)CCC(=O)Oc2ccc(C)cc2)c1	1%	-2	28%	0%	28%	-11%	-3
COc1ccccc1NC(=O)CSCc1nc2ccccc2[nH]1	5%	-5	?	1%	12µM*	-28%	-5
CCC(NC(=O)N(Cc1ccccc1)Cc1ccc2c(c1)OCO2)(C(F)(F)F)C(F)(F)F	7%	15	3%	-3%	24%	-25%	3
COCCn1c(C)cc(C(=O)COC(=O)c2cc3c(s2)CCC3)c1C	-1%	30*	27%	6%	30%[activator][5.75 µM]	34%	95*
CCN1CCC(N2CCN(c3ccc(Cl)cc3)CC2)CC1	0%	1	-1%	-4%	24%	-9%	-4
CC[C@@H](C)[C@H](NS(=O)(=O)c1ccc(C)cc1)C(=O)N1CCC(C(=O)NCC(=O)O)CC1	-13%	-4	16%	1%	-7%	-22%	54
CCC(CC)CN1CCN=C1N(C)C	-4%	-1	-5%	-2%	0%	-26%	2
O=C(CSc1ccc(Cl)cc1)NN=C1CCCCCC1	-8%	14	24%	-2%	29%	-19%	35
CN(CC(=O)NCc1ccco1)S(=O)(=O)c1ccc2c(c1)n(C)c(=O)c(=O)n2C	-7%	-1	-6%	0%	3%	-19%	20
COc1ccc(Nc2nc(N3CCCC3)c3ccccc3n2)cc1	-4%	1	3.3µM*	-9%	222%[activator]	-16%	23

Complete entries from above. Screens in order: TbPYK inhibitor, CHX counter, Pf growth 48h, LmPK inh, Pf growth 96h, AmpC no deterg, Shiga toxin inh
COc1ccc(Nc2nc(N3CCCC3)c3ccccc3n2)cc1 across the screens: -4%, 1, 3.3µM*, -9%, 222%[activator], -16%, 23
COc1ccc(/C=N/NC(=O)c2ccc(=O)[nH]n2)cc1OC across the screens: -2%, 1, -9%, -9%, 0%, -13%, -7
Cc1cc(C(=O)Nc2ccc(S(=O)(=O)N3CCOCC3)cc2)ccc1[N+](=O)[O-] across the screens: 6%, -1, ?, 11%, ?, -22%, /
CCC(NC(=O)N(Cc1ccccc1)Cc1ccc2c(c1)OCO2)(C(F)(F)F)C(F)(F)F across the screens: 7%, 15, 3%, -3%, 24%, -25%, 3
COCCn1c(C)cc(C(=O)COC(=O)c2cc3c(s2)CCC3)c1C across the screens: -1%, 30*, 27%, 6%, 30%[activator][5.75 µM], 34%, 95*

Next entries follow:
SMILES	TbPYK inhibitor	CHX counter	Pf growth 48h	LmPK inh	Pf growth 96h	AmpC no deterg	Shiga toxin inh
CC(NCc1ccc(S(N)(=O)=O)cc1)C(=O)N1c2ccccc2CC1C (stereo not drawn)	15%	-2	-5%	-7%	-16%	-12%	-4
Cc1ccnc(NS(=O)(=O)c2ccc(NC(=O)c3ccc(S(=O)(=O)N(C)C)cc3)cc2)n1	2%	-3	0%	4%	3%	-33%	-5
COc1cccc(NC(=O)C(=O)NCC(c2ccco2)N2CCc3ccccc3C2)c1 (stereo not drawn)	2%	/	12µM*	/	?	-15%	/
COC(=O)Cc1ccc(NC(=S)N2CCN(C)CC2)cc1	-4%	11	37%[activator]	2%	4%	-12%	37
COCCCNC(=O)c1ccccc1NS(=O)(=O)c1ccc(C)cc1	-8%	-1	-16%	1%	-4%	6%	-2
CC(C)[C@H](N)c1nnc2n1N=C(c1ccc(Cl)cc1)CS2	-7%	-2	-4%	3%	-1%	-8%	-11
CCSc1cc(C)nc2ncnn12	0%	0	/	10%	?	-8%	26
O=C(NNc1ncnc2c1cnn2-c1cccc(Cl)c1)c1ccco1	-16%	9	-3%	2%	?	-19%	23
O=C(CCc1ccccc1)NC(=S)Nc1ccccc1Br	-2%	13	12%	3%	23%	-7%[2.29 µM]	52*
CNC(=S)N/N=C(\C)c1ccc(C(C)(C)C)cc1	4%	24*	-9%	1%	?	-17%	30*
CCOc1cc(/C=N/NC(=O)c2ccc(O)cc2)ccc1Oc1nc(Cl)ncc1F	-13%	9	?	9%	26%	-57%	5
CC1Cc2ccccc2N1C(=O)c1cnc2ccccn2c1=O (stereo not drawn)	-14%	1	6%	4%	?	-12%	-6
